Pol kappa inh: qHTS for Inhibitors of Polymerase Kappa; Potency, µM (highest dose often 107 µM), inactives show at the top dose activity, negative = inhibition, usual class: inhibitors; 400,000 tested, 0.53% active; purified Pol kappa, fluorescent DNA synthesis assay, 10 min; further: potency means the concentration at half of the fitted maximal effect; on the % scale 0 is the no-effect control and ±100 the full control effect
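10 nM Pol kappa was preincubated with compounds for 15 min at room temperature. Reaction started with 50 nM (final) substrate. Fluorescence read kinetically at 0 and 10 min.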
POLI inh: qHTS for Inhibitors of Polymerase Iota | DNA polymerase iota (Homo sapiens), Q9UNA4 | Pol iota fluorescent replication assay, 10 min | Potency, µM (highest dose often 115 µM), for inactives: top-dose activity, negative = inhibition, usual class: inhibitors | 390,000 tested, 1% active | AID 588590, 2011; further: potency means the concentration at half of the fitted maximal effect
Target sequence (Q9UNA4 whole entry, looked up): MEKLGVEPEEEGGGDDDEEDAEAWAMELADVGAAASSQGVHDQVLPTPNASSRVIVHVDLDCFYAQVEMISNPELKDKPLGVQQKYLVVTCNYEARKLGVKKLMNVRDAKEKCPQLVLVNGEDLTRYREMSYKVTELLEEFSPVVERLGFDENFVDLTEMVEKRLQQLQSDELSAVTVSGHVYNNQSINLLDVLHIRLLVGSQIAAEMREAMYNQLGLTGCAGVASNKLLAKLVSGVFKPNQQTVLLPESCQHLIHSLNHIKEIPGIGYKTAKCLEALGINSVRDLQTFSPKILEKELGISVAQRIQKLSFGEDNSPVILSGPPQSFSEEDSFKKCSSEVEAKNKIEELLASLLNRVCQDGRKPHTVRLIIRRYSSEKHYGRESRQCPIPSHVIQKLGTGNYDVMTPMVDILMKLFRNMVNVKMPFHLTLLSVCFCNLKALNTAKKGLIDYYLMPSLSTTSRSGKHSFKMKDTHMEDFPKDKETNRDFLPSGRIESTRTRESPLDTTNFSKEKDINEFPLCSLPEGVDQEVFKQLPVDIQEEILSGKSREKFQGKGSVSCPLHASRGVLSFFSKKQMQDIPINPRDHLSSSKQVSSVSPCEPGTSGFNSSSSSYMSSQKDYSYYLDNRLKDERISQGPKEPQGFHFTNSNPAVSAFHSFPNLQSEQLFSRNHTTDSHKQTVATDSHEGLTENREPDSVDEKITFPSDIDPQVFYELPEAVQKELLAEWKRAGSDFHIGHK
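Fluorescent replication assay read twice, at 0 min and 10 min after adding 50 nM (final) substrate. Enzyme (10 nM) and compounds were first incubated 15 min at room temperature; enzyme-free buffer wells were negative controls.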
APE1 inh: qHTS Assay for Inhibitors of the Human Apurinic/apyrimidinic Endonuclease 1 (APE1) | DNA repair nuclease/redox regulator APEX1 (Homo sapiens), P27695 | recombinant APE1, TAMRA/BHQ-2 abasic DNA cleavage fluorescence | Potency, µM (doses to about 65.8 µM), for inactives: at the highest dose activity change, negative = inhibition, most hits filed as inhibitors | 350,000 tested, 0.35% active;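 further: potency means the concentration at half of the fitted maximal effect; plate controls were vehicle for no effect and reference inhibitor for full effect; nearly all actives have a fitted effect of over 55% in size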
Target sequence (P27695 whole entry, looked up): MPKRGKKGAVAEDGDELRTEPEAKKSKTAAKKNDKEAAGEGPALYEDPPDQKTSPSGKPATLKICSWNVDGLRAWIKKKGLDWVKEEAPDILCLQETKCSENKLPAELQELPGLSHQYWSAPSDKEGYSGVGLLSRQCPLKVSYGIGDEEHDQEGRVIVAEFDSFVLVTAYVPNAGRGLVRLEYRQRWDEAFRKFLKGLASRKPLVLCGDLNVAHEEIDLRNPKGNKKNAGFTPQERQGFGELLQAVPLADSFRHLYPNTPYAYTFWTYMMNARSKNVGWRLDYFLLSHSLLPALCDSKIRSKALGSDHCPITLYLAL
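Kinetic fluorescence read (525 ex/598 em nm, three reads 60 s apart) of AP-site incision; signal = third minus first read. Enzyme 0.75 nM, dual-labelled THF duplex 50 nM, compound preincubation 15 min RT.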
Anesthetic bind: qHTS Assay for Identification of Novel General Anesthetics; apoferritin/1-aminoanthracene competitive binding, fluorescence; 350,000 tested, 0.074% active; Potency, µM (doses to about 77.5 µM), for the others: top-dose activity change, negative = displacement, most hits filed as inhibitors; Ferritin light chain (Equus caballus), P02791; further: potency means the concentration at half of the fitted maximal effect; on the % scale 0 is the no-effect control and ±100 the full control effect; nearly all actives have a fitted effect of over 20% in size
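Horse-spleen apoferritin (10 uM) in 50% saturated 1-aminoanthracene in PBS was incubated 10 min at room temperature with compound. Fluorescence (ex 380, em 535 nm) was normalized to free and bound 1-AMA, with concentration-response fitted by a four-parameter Hill equation.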
12-LOX inh: Primary qHTS assay for inhibitors of human arachidonate 12S-lipoxygenase (ALOX12): Round 2; purified 12hLO, xylenol orange hydroperoxide absorbance; Polyunsaturated fatty acid lipoxygenase ALOX12 (Homo sapiens), P18054; Potency, µM (series often up to 108 µM), without a hit: at the top dose activity change, negative = inhibition, usual class: inhibitors; 580,000 tested, 1.1% active; further: potency means the concentration at half of the fitted maximal effect; on the % scale 0 is the no-effect control and ±100 the full control effect
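Purified human 12hLO at 150 nM in 25 mM Hepes, 0.01% Triton X-100, pH 7.0, preincubated 15 min at room temperature with compound. Reaction started with 40 uM arachidonic acid, 30 min at room temperature. Hydroperoxide measured by Fe-xylenol orange, 573/405 nm absorbance ratio.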
POLB inh: qHTS Assay for Inhibitors of DNA Polymerase Beta; P06746; Pol beta primer extension/strand displacement, fluorescence kinetic; Potency, µM (top dose mostly 114 µM), without a hit: at the highest dose activity change, negative = inhibition, most hits filed as inhibitors; 340,000 tested, 1.3% active; further: potency means the concentration at half of the fitted maximal effect; on the % scale 0 is the no-effect control and ±100 the full control effect
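Homogeneous kinetic assay of primer extension and strand displacement by 10 nM Pol beta, preincubated 15 min at room temperature with compound before 50 nM substrate (final) was added. Read at 0 and 10 min; four-parameter Hill fit.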
TRHR ag: qHTS for Small Molecule Agonists and Allosteric Enhancers of Human TRH Receptor: Primary Screen for Agonists. Thyrotropin-releasing hormone receptor (Homo sapiens), P34981. TRHR cells, calcium flux fluo-8, FDSS agonist mode. activation, % at 2 µM. 360,000 tested, 0.18% active; in the data active means activation above about 30%; further: 0% is about no effect
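Read-out: compound-evoked intracellular calcium rise in TRHR cells, fluo-8 dye, kinetic FDSS fluorescence at 1 s/cycle following a 10-cycle baseline. Cells cultured overnight before dye loading (30 min–1.5 h, RT).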
BLM inh: qHTS Assay for Inhibitors of Bloom's syndrome helicase (BLM); RecQ-like DNA helicase BLM (Homo sapiens), P54132; Potency, µM (highest dose often 56.1 µM), without a hit: at the highest dose activity change, negative = inhibition, actives largely listed as inhibitors; recombinant BLM DNA unwinding, fluorescence dequenching; AID 2528, 2010; 350,000 tested, 0.2% active;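 further: potency means the concentration at half of the fitted maximal effect; plate controls were vehicle for no effect and no enzyme for full effect; nearly all actives have a fitted effect of over 35% in size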
ERG-DNA inh: qHTS for Small Molecule Inhibitors of the ERG Ets/DNA interaction. Transcriptional regulator ERG (Homo sapiens), P11308. fluorescence polarization, His-ERG Ets domain / labelled DNA. Potency, µM (titrated, usually from 76.9 µM), without a hit: top-dose FP activity, negative = inhibition, actives largely listed as inhibitors. 370,000 tested, 0.028% active. AID 624246, 2012; active means well fitted inhibition curve with a large enough effect in the polarisation, with a control signal flat; inconclusive means small, poorly fitted or top-dose-only effect, or effect the other way, or a change in a side signal; inactive means no such curve, though single readings can be large or run the other way; the % refers to the polarisation;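 further: polarization taken with two DNA probes labelled with fluorescein and Texas red; potency means the concentration at half of the fitted maximal effect; % of control where 0% means no effect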
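His-tagged ERG Ets domain (1 uM in the protein solution; 300mM KCl, 50mM Tris-HCl, 1mM EDTA, 1mM DTT, pH 7.5) received compound, then a probe mix of 5 nM fluorescein-DNA and 100nM Texas-615-DNA. Fluorescence polarization was read for both dyes.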
* marks the source's active call; other numbers are inactive results; ? = inconclusive; nt = not tested or not shown; & = joins results of further samples; [ ] = another dose, or the depositor's remark. Unless noted, the call rests on the fitted dose curve; in most records, active means well fitted curve in the direction sought with a large enough effect; inconclusive means small, poorly fitted or top-dose-only effect, or another doubt; inactive means no such curve, though single readings can be large; an effect the other way counts as inactive or inconclusive. An excerpt, so the mix of outcomes need not match the whole.

no.	structure	Pol kappa inh	POLI inh	APE1 inh	Anesthetic bind	12-LOX inh	POLB inh	TRHR ag	BLM inh	ERG-DNA inh
1	NC(=O)c1cc2ccccc2o/c1=N/NC(=O)c1cccc(F)c1	7%	10%	26%	-12%	0%	4%	0.0	-7%	-11%
2	CSc1nc(N)nc2c1ncn2CC(=O)NCc1ccc2[nH]ccc2c1	11%	34%[activator]	14%	nt	1%	nt	nt	nt	3%
3	O=C(CSc1nc2ccccc2c(=O)n1Cc1ccc(F)cc1)NCC1CCCO1 (centres undefined)	15%	11%	-10%	nt	9%	nt	nt	nt	2%
4	Cc1c(C)c2ccc(OCC(=O)Nc3ccccn3)cc2oc1=O	-24%	?	13%	-3%	37%	19%	0.1	-9%	-2%
5	O=C(NCc1ccccc1)c1cccc(Br)n1	-4%&-16%	79µM*	-6%&11%	?	-3%	2%	-0.2	-4%[75.6 µM]	0%
6	CCO[C@@H]1OC(C(=O)NCc2ccccc2)=C[C@H](c2coc3ccccc3c2=O)[C@H]1CCCO	0%	16%	1%	-14%	-18%	-1%	0.0	-1%	-1%
7	CCOC(=O)c1[nH]c2ccccc2c1NC(=O)c1ccc(S(=O)(=O)N2CCOCC2)cc1	-12%	-9%	-4%	-13%	?	9%	-0.1	2%	2%
8	COc1ccc(CC(=O)Nc2ccc(-c3nc4ccccc4s3)c(C)c2)cc1OC	-9%[60.1 µM]	-5%	nt	1%	?	12%	0.2	-3%	2%

Other results.
no.	structure	Pol kappa inh	POLI inh	APE1 inh	Anesthetic bind	12-LOX inh	POLB inh	TRHR ag	BLM inh	ERG-DNA inh
9	Cc1ccc(S(=O)(=O)Cc2ccccc2Cl)cc1	-7%	193%[activator]	3%	-12%	-9%	2%	-0.1	2%	7%
10	O=C(O)c1cccnc1Cl	8%	9%	-2%	-11%	-14%	-3%	0.1	1%	49%[activator]
11	CCc1cccc(C)c1NC(=S)N(CCN(C)C)C(C)c1ccco1 (centres undefined)	-4%	5%	-1%	-8%	5%	11%	0.2	-2%	0%
12	CC1(C)CC2/C(CO)=C/C=C/[C@](C)(O)CC[C@]21O (some centres undefined)	-4%[60.1 µM]	nt	-2%	-5%	nt	nt	nt	-1%	nt
13	COCCCNC(=O)Cc1c(C)c2c(cc(C)c3c(C)c(C)oc32)oc1=O	6%	19%	-17%	10%	8%	4%	-0.7	-2%	11%
14	NC(=O)c1ccsc1NC(=O)COC(=O)c1cccnc1Cl	-10%	43%[activator]	16%	nt	?	nt	nt	nt	4%
15	Clc1cc(Br)ccc1OCCOCCN1CCCC1	5%	-5%	21%	-2%	?	34%	0.8	-9%	0%
16	N#Cc1ccc(C(=O)OCCc2cc3ccccc3c(=O)o2)cc1	3%	19%	19%	nt	-4%	nt	-1.1	nt	0%

Next section
no.	structure	Pol kappa inh	POLI inh	APE1 inh	Anesthetic bind	12-LOX inh	POLB inh	TRHR ag	BLM inh	ERG-DNA inh
17	Cc1ccc(C(=O)CC(=O)c2ccccc2C)c(O)c1	-3%	100%[activator]	-1%	-10%	52%[activator]	0%	-1.5	-8%	4%
18	Cc1ccc(C(=O)N2CC=C(c3ccccc3)CC2)s1	-2%	16%	27%	nt	-16%	nt	-1.1	nt	11%
19	CN(Cc1ccco1)c1ccnc(-c2cccc(C#N)c2)n1	?	nt	-6%	nt	?	nt	nt	-3%	nt
20	CC1(c2nnc(Cc3ccccc3)o2)CC(c2ccccc2F)=NO1 (centres undefined)	3%	25%	36%	nt	-2%	nt	-0.5	nt	-7%
21	CCOc1ccc(N=C2SC(C(=O)O)CC(=O)N2C)cc1 (centres undefined)	-7%	16%	1%	-6%	-7%	5%	-0.5	1%	-2%
22	CCOc1ccc(NS(=O)(=O)c2csc(C(N)=O)c2)cc1	-2%	29%	16%	-1%	7%	-3%	-0.1	-1%	-3%
23	Cc1ccc(C(=O)C2CCN(CC(=O)NC3CCCC3)CC2)cc1	-8%	2%	27%[12.4 µM]	-4%	-13%	0%	-0.1	-1%	4%
24	Cc1nn(C(=O)c2ccco2)c(C)c1Sc1ccccc1	-3%	9%	2%	-5%	8%	-11%	0.2	-3%	0%

The listing continues.
no.	structure	Pol kappa inh	POLI inh	APE1 inh	Anesthetic bind	12-LOX inh	POLB inh	TRHR ag	BLM inh	ERG-DNA inh
25	O=C(Cc1ccccc1)NCC(=O)OCc1cccc([N+](=O)[O-])c1	0%	6%	-12%	-12%	4%	38%	-1.5	-2%	34%[activator]
26	COc1ccc2oc(C(=O)OCC(=O)N(Cc3ccccc3)C(C)(C)C)c(C)c2c1	-15%	1%	-27%	-19%	?	?	1.5	-14%	15%
27	COc1ccc(-n2ccc(=O)c(C(=O)O)n2)c(OC)c1	-20%	32%[activator]	18%	2%	?	10%	-1.1	-4%	-2%
28	CC(=O)Nc1ccc(S(=O)(=O)NCC2CCC(C(=O)NCCC(C)C)CC2)cc1 (centres undefined)	1%	14%	-1%	-9%	119%[activator]	18%	0.6	-1%	4%
29	O=C(NCC(=O)N1CCN(c2ccccc2F)CC1)c1ccc(Br)o1	-11%	6%	-7%	nt	4%	nt	-0.2	nt	4%
30	COC1=Cc2c(ccc3ccc(=O)oc23)OC1(C)C	-16%	50%[activator]	-6%	?	-7%	-17%	-0.9	-18%	3%
31	CN(CC(=O)Nc1ccccc1Cl)C(=O)c1cccc(S(=O)(=O)N2CCN(c3ccc(F)cc3)CC2)c1	-5%	-1%	-7%	-10%	0%	21%	1.2	-17%	14%
32	C=CCS/C(=N\n1cnc2ccccc2c1=O)N1CCCCC1	-3%	-2%	-6%	-20%	3%	24%	-0.1	0%	-2%

Some of the entries above, set out differently:
26	COc1ccc2oc(C(=O)OCC(=O)N(Cc3ccccc3)C(C)(C)C)c(C)c2c1
  Pol kappa inh: -15% | POLI inh: 1% | APE1 inh: -27% | Anesthetic bind: -19% | 12-LOX inh: ? | POLB inh: ? | TRHR ag: 1.5 | BLM inh: -14% | ERG-DNA inh: 15%
27	COc1ccc(-n2ccc(=O)c(C(=O)O)n2)c(OC)c1
  Pol kappa inh: -20% | POLI inh: 32%[activator] | APE1 inh: 18% | Anesthetic bind: 2% | 12-LOX inh: ? | POLB inh: 10% | TRHR ag: -1.1 | BLM inh: -4% | ERG-DNA inh: -2%
28	CC(=O)Nc1ccc(S(=O)(=O)NCC2CCC(C(=O)NCCC(C)C)CC2)cc1 (centres undefined)
  Pol kappa inh: 1% | POLI inh: 14% | APE1 inh: -1% | Anesthetic bind: -9% | 12-LOX inh: 119%[activator] | POLB inh: 18% | TRHR ag: 0.6 | BLM inh: -1% | ERG-DNA inh: 4%
29	O=C(NCC(=O)N1CCN(c2ccccc2F)CC1)c1ccc(Br)o1
  Pol kappa inh: -11% | POLI inh: 6% | APE1 inh: -7% | Anesthetic bind: nt | 12-LOX inh: 4% | POLB inh: nt | TRHR ag: -0.2 | BLM inh: nt | ERG-DNA inh: 4%

(list continues)
no.	structure	Pol kappa inh	POLI inh	APE1 inh	Anesthetic bind	12-LOX inh	POLB inh	TRHR ag	BLM inh	ERG-DNA inh
33	Nc1c(Cl)cc(Cl)cc1C(=O)OCC(=O)NC1CC1	-5%	?	0%	120%[activator]	-24%	?	-0.1	-4%	2%
34	CCOC(=O)C(CC)(CCC(=O)O)c1csc(N)n1 (centres undefined)	-9%	0%	0%	1%	-15%	1%	0.0	1%	-2%
35	O=C(C1CCC(CNS(=O)(=O)c2cccc3cccnc23)CC1)N1CCCC1 (centres undefined)	-3%	11%	0%	-10%	5%	31%	0.3	-1%	2%
36	O=C(c1cc2ccccc2oc1=O)N(Cc1cccc(Br)c1)C1CCS(=O)(=O)C1 (centres undefined)	-7%	64%[activator]	4%	8%	0%	6%	-0.3	-4%	-8%
37	O=C(NCCc1ccccc1)c1ccccc1NC(=O)C1CCCO1 (centres undefined)	-2%	-2%	0%	-4%	-2%	?	0.2	-2%	-10%
38	O=C(CCN1CCN(c2ccccc2)CC1)Nc1ccc(Cl)cc1	-15%	28%	2%	10%	-21%	9%	-0.4	-1%	-2%
39	COc1ccccc1OCC(=O)NC1CCCCCCC1	-3%	2%	-8%	nt	-1%	nt	nt	nt	8%[15.4 µM]

Screens: PubChem, National Center for Advancing Translational Sciences (NCATS)
